Screening data (PubChem)
mHTT CaM bind = mHTT-calmodulin interaction abrogation | P42858 | AlphaScreen His-mHTT/GST-CaM binding, luminescence | inhibition, % at 15 µM | actives 3.6% (n = 190,000);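 also: 0% = both proteins with DMSO and 100% = one protein alone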
Pf apPOL inh = Pf-apPOL DNA polymerase inhibition; inhibition, % at 10 µM; actives 0.25% (n = 210,000); AID 1794808; Recombinant Pf-apPOL, molecular beacon fluorescence, 1.5 h
Active calls of the source: *; x = not tested or not shown; & = joins results of further samples. Rule as the data show it: active = inhibition above about 50%; inactive = the rest. Rows are unselected; 3.7% or so of the library scored in one or more.

SMILES	mHTT CaM bind	Pf apPOL inh
Cc1ccc(-c2csc(NC(=O)C3CC=CCC3C(=O)O)n2)cc1 (stereo not drawn)	1	-1
COc1cccc(/C=C2\N=C(c3ccc(Br)cc3)OC2=O)c1	0	-6
CCNC(=O)c1ccc(N2C(=O)CSC23C(=O)Nc2ccccc23)cc1 (stereo not drawn)	-2	-6
Cc1cc(NC(=O)CCS(=O)(=O)c2ccc(Br)s2)ccc1Br	4	-1
COc1ccc(Br)cc1/C=C/C(=O)Nc1cccc(NC(=O)c2ccco2)c1	16	-5
Cc1cc(C)c(C(=O)N2CCC(CC(=O)NCc3ccc(OC(C)C)cc3)CC2)[nH]1	-9	6
O=C1c2ccccc2C(=O)c2cc(S(=O)(=O)n3nnc4ccccc43)ccc21	10	-6
CN1CCN(C2=NC(=O)/C(=C\c3ccc(N(C)C)cc3)S2)CC1	20	-5
O=C(Nc1ccccc1C1CC1)c1ccc(Cl)cc1	-21	-10
O=C(CSc1ccccc1)Nc1cc(Cl)c(Cl)cc1Cl	-20	-8
COc1nsc(I)c1C#N	6	-3
CC1CCC(C(C)C)C(OCC(O)CNC(C)(C)C)C1 (stereo not drawn)	-10&-5	0
O=C1CC(N2CCN(c3ccc([N+](=O)[O-])cc3)CC2)C(=O)N1c1cccc(Cl)c1 (stereo not drawn)	17	-3
CCCCOc1ccc(C(=O)Nc2cc3cc(Br)ccc3oc2=O)cc1	2	0
CN(CC(=O)N1N=C(c2ccccc2F)CC1c1ccccc1F)C(=O)C1CC1 (stereo not drawn)	19	-4
Cc1ccc(SCC(=O)c2sc3ccc(Cl)cc3c2C)cc1	x	0
O=C(NC1CCCCC1)C1CCCN(c2ncnc3c2oc2ccccc23)C1 (stereo not drawn)	-2	0
Cc1cc(Br)c(O)c(C=Nc2ccc(N3CCOCC3)cc2)c1	1	-10
CC(=O)Nc1ccc(-c2nc3cc(NC(C)=O)c(Cl)cc3[nH]2)cc1	10	3
O=C(NCc1ccccc1)N1CC2CCCN2c2ccccc21 (stereo not drawn)	83*	0
N#CC1=C(N)OC2=C(C(=O)CCC2)C12C(=O)Nc1ccc([N+](=O)[O-])cc12 (stereo not drawn)	2	1
O=C(CSc1nc2ccccc2o1)OCc1cc(-c2ccc(F)cc2F)on1	-2	15
COc1cc(OC)c(OC)cc1CN1CCN(c2ccccc2OC)CC1	-1	-6
Cc1ccc2c(Cl)c(C(=O)Nc3sc(C)c(C)c3C(N)=O)sc2c1	-2	0
Cc1cc2c(c(=O)n1Cc1ccccn1)C(c1ccco1)C(C#N)=C(N)O2 (stereo not drawn)	-5	-7
The listing continues:
SMILES	mHTT CaM bind	Pf apPOL inh
Cc1ccc(N=C/C=C/C=C/Nc2ccc(C)cc2)cc1	35	0
O=C(Nc1nc(C(=O)N2CCN(c3ccccn3)CC2)co1)c1cccs1	7	7
CC1(C)CC(=O)C2=C(C1)Nc1ncnn1C2c1ccc(F)cc1 (stereo not drawn)	3	-1
Cn1c2ccccc2c2c(C(=O)NCc3ccco3)cn(C3CCCC3)c(=O)c21	31	0
O=C1C=CC(=O)N1CCc1ccccc1	x	3
COc1ccc(N2Cc3ccc(OC)c(OC)c3C2=O)cc1	23	1
CC(=NO)C12CC3CC(CC(C3)C1)C2	-1	-6
COc1nonc1OC(C)CNc1ccc([N+](=O)[O-])cc1Cl (stereo not drawn)	8	1
CNC(=O)c1cc2c(=O)n3ccccc3nc2n(Cc2ccco2)c1=N	2	-7
O=c1cc(-c2ccc([N+](=O)[O-])cc2)nc2c(-c3ccc(Cl)cc3)c[nH]n12	54*	4
CCOC(=O)C(C)Sc1ccc2nnc(CCNC(=O)c3ccc(OC)cc3)n2n1 (stereo not drawn)	-10	-5
CCOc1cccc2cc(C(N)=O)c(=Nc3sc4c(c3C(N)=O)CCCC4)oc12	-3	-4
CSCCC(C)(O)CNC(=O)c1cc2ccccc2oc1=O (stereo not drawn)	-6	-4
Cc1nn2c3ccccc3n(C)c2c1C=O	1	-8
Cn1nnc2c(N3CCCCC3)ncnc21	-6	-1
Cc1cc(C)n(-c2ccnc(NCc3ccc(F)cc3)n2)n1	-10	-4
CN(C)c1ccc(CNc2c3c(nc4ncnn24)CCCC3)cc1	37	-4
O=S(=O)(c1ccc(Cl)cc1)N1CCN(Cc2ccc3c(c2)OCO3)CC1	-2	-2
COc1cc(Cl)c(C2Oc3nc(SC)nnc3-c3ccccc3N2C(C)=O)cc1OC (stereo not drawn)	14	-7
Cc1ccc(CN2CCC(C(=O)N3CCN(c4cccc(C)c4C)CC3)CC2)o1	14	-2
Cc1ccc2nc(NC(=O)CSc3ccc(-c4ccco4)nn3)sc2c1	85*	74*
CCCCSCCCNC(=O)CN1C(=O)/C(=C/c2ccccc2)Sc2ccccc21	-2	-12
CS(=O)(=O)Nc1ccc(Cl)c2cccnc12	86*	-3&-81
Cc1ccc(CNC(=O)c2cc(C(C)C)n3nccc3n2)cc1	-123	-2
COCCCNC(=O)N1CCCCCC1c1ccc(Cl)cc1 (stereo not drawn)	4	72*
New compounds follow:
SMILES	mHTT CaM bind	Pf apPOL inh
CC1(C(=O)NC2CCCCC2)Cc2ccccc2C(=O)N1Cc1cccs1 (stereo not drawn)	-9	-2
COc1c2c(nc3occc13)C(CC=C(C)C)(OC)C(O)CC2 (stereo not drawn)	-4	0
CC1(O)CCN(Cc2cn[nH]c2-c2ccccc2)CC1N1CCCC1 (stereo not drawn)	28	4
Fc1ccc(NC(=S)NCc2cccs2)c(F)c1	x	-4
Cc1ccc(F)cc1NC(=O)c1cccnc1N(C)C	-4	2
Cc1ccc(C)c(OCCCC(=O)O)c1	-2	-1
CC(C)N(C(=O)C1CC(=O)OC12CCCCC2)C(C)C (stereo not drawn)	0	-14
CC(O)CNc1ncnc2c1c(-c1ccccc1)cn2-c1ccc(F)cc1 (stereo not drawn)	48	-2
CN(C)c1ccc(C2CC(c3ccc(Br)cc3)=NN2C(=O)CCC(=O)O)cc1 (stereo not drawn)	21	2
Cc1csc(NC(=O)c2cccnc2)n1	-4	-8
COc1ccccc1OC(C)C(=O)Nc1ccccc1F (stereo not drawn)	-21	2
Cc1cccc(C)c1NC(=O)CN1CCC(c2nc(-c3cccs3)no2)CC1	14	1
O=C1Nc2ccccc2C12OCC(CO)([N+](=O)[O-])CO2 (stereo not drawn)	0	-6
O=C1C2C3c4ccccc4C(Br)(c4ccccc43)C2C(=O)N1c1ccc([N+](=O)[O-])cc1 (stereo not drawn)	26	0
O=S(=O)(Cc1noc(-c2ccno2)n1)c1ccsc1	x	8
CC1=CC(=O)C(Br)=CC1=NS(=O)(=O)c1ccc(C)cc1	64*	-9
C=CCn1c(=N)c(S(=O)(=O)c2ccccc2)cc2c(=O)n3ccccc3nc21	-1	2
CCN1CCN(C(=O)c2cc3ccsc3n2Cc2cccc(OC)c2)CC1	36	0
Cc1noc(-c2ccc3c(c2)OCO3)c1C(=O)N(C)Cc1ccccc1	-5	-1
Cc1sc(NC(=O)CCc2ccccc2)c(C(=O)O)c1C	-4	-6
Cc1cccc(NC(=O)c2cccc(Cl)c2)c1C	4	1
N#Cc1ccc(S(=O)(=O)N2CCC(c3noc(-c4ccc(F)cc4)n3)CC2)cc1	-5	-2
Cc1cccc(NC(=O)c2ccccc2Br)c1	-4	-3
O=C(c1cccs1)N1CCC(n2c(-c3ccoc3)nc3cccnc32)C1 (stereo not drawn)	-3	-3
Cn1c(C2CCN(C(=O)CCc3ccccc3)C2)nc2ccncc21 (stereo not drawn)	-2	-11
Other structures.
SMILES	mHTT CaM bind	Pf apPOL inh
CCCc1nc2cccnc2n1C1CCN(S(=O)(=O)c2ccccc2)C1 (stereo not drawn)	0	-1
CCC(C(=O)Nc1cccc(C(C)=O)c1)c1ccccc1 (stereo not drawn)	-9	-7
Cc1ccnc(N2CCC(C(=O)NC3CCCCC3)CC2)n1	-1	-1
Cc1ccc2ncn(C3CCN(S(=O)(=O)c4ccc(C)c(F)c4)CC3)c(=O)c2c1	0	-3
CCc1ccc(CNC(=O)C2CC(=O)N(c3ccc4c(c3)CCN4C(C)=O)C2)cc1 (stereo not drawn)	-4	-2
O=C1C(=O)N(Cc2cccnc2)C(c2ccc(Br)cc2)C1=C(O)c1ccc(F)cc1 (stereo not drawn)	3	15
Cc1ccccc1-c1cncc(C(=O)NCCN(C)C)c1	4	-5
COc1ccccc1-c1noc(C2CCCN2C(=O)COc2cccc(C)c2)n1 (stereo not drawn)	2	-7
Cc1ccccc1NC(=O)NCCC1CCN(S(=O)(=O)c2ccccc2)CC1	36	1
O=C(O)c1ccc(-c2ccsc2)cc1	x	0
O=C(O)CSc1nnc(Cc2ccccc2)n1-c1ccccc1	-1	-3
Cc1ccccc1OCCNC(=O)CSc1ccc(C(F)(F)F)cc1[N+](=O)[O-]	11	-5
CCOc1ccc(C(=O)NCC2(O)CCCC2)cc1	0	-8
Cc1ccc(NC(=O)CS(=O)(=O)c2cn(Cc3cccc(F)c3)c3ccccc23)c(C)c1	11	4
Cc1ccc(CN2C(=O)NC3(CCN(C(=O)c4ccc(C)cc4)CC3)C2=O)cc1	2	-4
Cc1ccc(C2CCCN2C(=O)Nc2ccccc2)cc1 (stereo not drawn)	-13	0
CCN(CC)S(=O)(=O)c1ccc2oc(C(=O)Nc3ccc(C)c(C)c3)c(C)c2c1	1	-7
COc1cc(C(=O)N2CCC(CC(=O)NCc3cccc(F)c3)CC2)cc(OC)c1OC	12	-6
CCOc1cc(C=C2C(=O)OC3(CCCC3)OC2=O)cc(I)c1O	6	-3
CCOC(=O)CC1(NC(=O)N2CCCC2c2c(C)noc2C)CCCCC1 (stereo not drawn)	-4	2
O=C(NCCN1CCCC1)c1ccc2nc(-c3ccccc3)cn2c1	-9	0

Filtered by structure, the entries above with an NH in an aromatic ring.
SMILES	mHTT CaM bind	Pf apPOL inh
Cc1cc(C)c(C(=O)N2CCC(CC(=O)NCc3ccc(OC(C)C)cc3)CC2)[nH]1	-9	6
CC(=O)Nc1ccc(-c2nc3cc(NC(C)=O)c(Cl)cc3[nH]2)cc1	10	3
O=c1cc(-c2ccc([N+](=O)[O-])cc2)nc2c(-c3ccc(Cl)cc3)c[nH]n12	54*	4
CC1(O)CCN(Cc2cn[nH]c2-c2ccccc2)CC1N1CCCC1 (stereo not drawn)	28	4

Structures shown so far with four or more nitrogen atoms (28):
SMILES	mHTT CaM bind	Pf apPOL inh
CN1CCN(C2=NC(=O)/C(=C\c3ccc(N(C)C)cc3)S2)CC1	20	-5
O=C1CC(N2CCN(c3ccc([N+](=O)[O-])cc3)CC2)C(=O)N1c1cccc(Cl)c1 (stereo not drawn)	17	-3
O=C(NC1CCCCC1)C1CCCN(c2ncnc3c2oc2ccccc23)C1 (stereo not drawn)	-2	0
CC(=O)Nc1ccc(-c2nc3cc(NC(C)=O)c(Cl)cc3[nH]2)cc1	10	3
N#CC1=C(N)OC2=C(C(=O)CCC2)C12C(=O)Nc1ccc([N+](=O)[O-])cc12 (stereo not drawn)	2	1
Cc1cc2c(c(=O)n1Cc1ccccn1)C(c1ccco1)C(C#N)=C(N)O2 (stereo not drawn)	-5	-7
O=C(Nc1nc(C(=O)N2CCN(c3ccccn3)CC2)co1)c1cccs1	7	7
CC1(C)CC(=O)C2=C(C1)Nc1ncnn1C2c1ccc(F)cc1 (stereo not drawn)	3	-1
COc1nonc1OC(C)CNc1ccc([N+](=O)[O-])cc1Cl (stereo not drawn)	8	1
CNC(=O)c1cc2c(=O)n3ccccc3nc2n(Cc2ccco2)c1=N	2	-7
O=c1cc(-c2ccc([N+](=O)[O-])cc2)nc2c(-c3ccc(Cl)cc3)c[nH]n12	54*	4
CCOC(=O)C(C)Sc1ccc2nnc(CCNC(=O)c3ccc(OC)cc3)n2n1 (stereo not drawn)	-10	-5
Cn1nnc2c(N3CCCCC3)ncnc21	-6	-1
Cc1cc(C)n(-c2ccnc(NCc3ccc(F)cc3)n2)n1	-10	-4
CN(C)c1ccc(CNc2c3c(nc4ncnn24)CCCC3)cc1	37	-4
COc1cc(Cl)c(C2Oc3nc(SC)nnc3-c3ccccc3N2C(C)=O)cc1OC (stereo not drawn)	14	-7
Cc1ccc2nc(NC(=O)CSc3ccc(-c4ccco4)nn3)sc2c1	85*	74*
Cc1ccc(CNC(=O)c2cc(C(C)C)n3nccc3n2)cc1	-123	-2
CC1(O)CCN(Cc2cn[nH]c2-c2ccccc2)CC1N1CCCC1 (stereo not drawn)	28	4
CC(O)CNc1ncnc2c1c(-c1ccccc1)cn2-c1ccc(F)cc1 (stereo not drawn)	48	-2
Cc1cccc(C)c1NC(=O)CN1CCC(c2nc(-c3cccs3)no2)CC1	14	1
C=CCn1c(=N)c(S(=O)(=O)c2ccccc2)cc2c(=O)n3ccccc3nc21	-1	2
N#Cc1ccc(S(=O)(=O)N2CCC(c3noc(-c4ccc(F)cc4)n3)CC2)cc1	-5	-2
O=C(c1cccs1)N1CCC(n2c(-c3ccoc3)nc3cccnc32)C1 (stereo not drawn)	-3	-3
Cn1c(C2CCN(C(=O)CCc3ccccc3)C2)nc2ccncc21 (stereo not drawn)	-2	-11
CCCc1nc2cccnc2n1C1CCN(S(=O)(=O)c2ccccc2)C1 (stereo not drawn)	0	-1
Cc1ccnc(N2CCC(C(=O)NC3CCCCC3)CC2)n1	-1	-1
O=C(NCCN1CCCC1)c1ccc2nc(-c3ccccc3)cn2c1	-9	0
